High-throughput results (PubChem BioAssay)
RMI-FANCM inh – RMI-FANCM interaction inhibition. Fluorescence polarization, RMI core complex with F-MM2 peptide; active compounds read low. FP signal (polarization) at 33 µM. 70,000 tested, 0.58% active. AID 1159607; in the data active means FP signal below about 40; further: inactives centre near 61; strong numbers were not always called active; unit not given here
* = called active by the depositor; & = joins results of further samples.

The first two entries (preview)
canonical_smiles | RMI-FANCM inh
Cc1cc(=O)[nH]c(SCc2nc3ncccn3c2Br)n1 | 66
COc1cccc(NC(=S)N2CCCCC2)c1 | 64

All compounds of this part, from the first entry:
canonical_smiles | RMI-FANCM inh
Cc1cc(=O)[nH]c(SCc2nc3ncccn3c2Br)n1 | 66
COc1cccc(NC(=S)N2CCCCC2)c1 | 64
CCOC(=O)N1CCN(c2ccc(C(F)(F)F)cc2[N+](=O)[O-])CC1 | 57
COc1ccccc1CCn1c2c(c(=S)[nH]c1=O)CCC2 | 63
COc1ccccc1CCNC(=O)C(=O)NC1CCCCCC1 | 51
COc1cccc2cc(C(=O)Nc3nnc(Cc4cccs4)o3)oc12 | 70
COc1ccc(-c2cc(C(=O)N/N=C\c3ccc(O)c(OC)c3)[nH]n2)cc1 | 57
COc1ccc2nc(-c3ccc(OC)c(NC(=O)c4c(F)cccc4F)c3)cn2n1 | 83
CC(=O)Nc1ccc(S(=O)(=O)Nc2ccc3c(c2)OCCO3)cc1 | 55
O=C(NCCS(=O)(=O)N1CCN(c2ccccc2)CC1)c1c(F)cccc1Cl | 59
CN(c1ccc(Cl)cc1)S(=O)(=O)c1ccsc1-c1nc(-c2ccc(C(F)(F)F)cc2)no1 | 500
COc1ccc(-c2ccc(=O)n(CCCC(=O)Nc3ccccc3-c3ccccc3)n2)cc1 | 73
CCOc1ccc(OCCNC(=O)NC2CCCCC2)cc1 | 61
Cc1ccc(-c2cc(C(F)(F)F)nn2-c2ccc(S(N)(=O)=O)cc2)cc1 | 61&61
CCOc1ccc(-c2ccc(=O)n(CCCC(=O)Nc3cc(F)ccc3F)n2)cc1 | 71
CC(N)CCCC(C)(C)O (stereo not given) | 58
Cc1nnsc1C(=O)Nc1ccccc1Br | 58
CCOC(Cn1c(-c2ccc(OC)cc2)nc2ccccc21)OCC | 59
O=C(COc1ccccc1)NCCc1nc2ccccc2[nH]1 | 58
O=C(NCC1COC2(CCCCC2)O1)c1cc(Cl)ccc1Cl (stereo not given) | 51
Cc1nc2c(C)cccn2c1C(O)=C1C(=O)C(=O)N(CCN(C)C)C1c1cccs1 (stereo not given) | 63
O=S(=O)(NCCOc1ccc2c(c1)OCO2)c1ccc(F)cc1 | 60
O=C(Cn1cc(-c2nnc(-c3ccccc3)o2)c2ccccc21)N1CCCC1 | 130
Brc1cccc(C=Nc2ccc(N=Nc3ccccc3)cc2)c1 | 61
CC(C)(C)C(=O)N1CCN(Cc2nc3ccccc3n2Cc2ccccc2)CC1 | 62

canonical_smiles | RMI-FANCM inh
C=CCn1c(-c2ccc(OC)cc2)nc2nc3ccccc3nc21 | 63
O=C(Nc1nnc(C2CC2)s1)c1cc2c(=O)n3ccccc3nc2s1 | 11
CC(C)(C)C(=O)Nc1nsc(-c2ccccc2)n1 | 75
CSc1nc(C)nc(-n2cccc2)c1C#N | 54
C=CCn1c(SCC(=O)c2ccc(Cl)c(Cl)c2)nc2scc(-c3ccc(C)cc3)c2c1=O | 120
Cc1nn2c(=O)c3cc(-c4ccccc4)sc3nc2c2ccccc12 | 77
O=C(Nc1ccc2c(=O)c3ccccc3oc2c1)c1ccccc1F | 92
Cn1cccc1C(CNC(=O)C(=O)Nc1ccc2c(c1)OCO2)N1CCCC1 (stereo not given) | 66
O=C(Cn1nnc(N2CCOCC2)n1)NNC(=S)Nc1ccc(F)cc1F | 55
Cc1cc(NC(=O)Cc2ccc(Cl)cc2)n(-c2nc3c(cnn3-c3ccc(Cl)cc3)c(=O)[nH]2)n1 | 49
CN(C)C(=O)c1ccccc1N | 51
O=S(=O)(Cc1cccc(Cl)c1)NCC(c1ccsc1)N1CCCC1 (stereo not given) | 69
CCn1ccc(C(=O)N(CCCN2CCOCC2)c2nc3c(C)ccc(C)c3s2)n1 | 62
COc1ccccc1-n1ncc2c(C)nnc(SCC(=O)N3CCN(c4ccccc4)CC3)c21 | 61
CC(C)(C)NCC(O)Cn1cc(C=O)c2ccccc21 (stereo not given) | 60
O=C(NCc1ccco1)c1ccc(CNS(=O)(=O)c2cccc(C(F)(F)F)c2)cc1 | 74
c1ccc(-c2nc(NCc3ccc4c(c3)OCO4)c3cc(-c4ccccc4)sc3n2)cc1 | 74
CCOC(=O)c1ccccc1NC(=O)CSc1ccc(-c2sc(C)nc2C)nn1 | 62
C=CCN1C(=O)/C(=C/c2ccc(OCC(=O)O)cc2)SC1=Nc1nccs1 | 63
COc1ccc2c(CC(=O)O)coc2c1 | 53&49
COc1cc(-c2nnc(NC(=O)c3ccccc3F)o2)cc(OC)c1OC | 64
CC(C)(C)C(=O)N1CCc2ccc(NC(=O)c3ccco3)cc21 | 65
N#Cc1c(N2C(=O)CC(Sc3ccccc3C(=O)O)C2=O)sc2c1CCCC2 (stereo not given) | 62
Cc1c(C(=O)C(=O)NCc2ccco2)c2ccccc2n1C | 61
O=C(CCCn1nc(-c2ccc(F)cc2)ccc1=O)Nc1ccc(Cl)c(Cl)c1 | 84

SMILES	RMI-FANCM inh
Cc1nnc(SCC(=O)NCC2CCCO2)c2c1cnn2-c1ccc(F)cc1 (stereo not given)	62
CSC(=NS(=O)(=O)c1ccccc1)NNc1ccccc1	59
CCOC(=O)c1c(NC(=O)CSc2nc(-c3cccc([N+](=O)[O-])c3)cs2)sc(C)c1C	70
O=C1/C(=C/c2ccccc2)CCC/C1=C\c1ccccc1	58
COc1ccccc1-c1ccc(N2CCN(C(=O)Nc3ccc4c(c3)OCO4)CC2)nn1	66
CCn1c(-c2ccccc2)c[nH]c1=S	62
Cc1csc(C(=O)O/N=C\c2ccc(C#N)cc2)c1	56
O=C(NCCOc1ccc(F)cc1)c1ccc(Cl)c([N+](=O)[O-])c1	59
COC(=O)c1cc(S(=O)(=O)NCc2cc(F)cc3c2OCOC3)oc1C	59
O=C(NC(=O)C1CCN(c2ncccc2[N+](=O)[O-])CC1)Nc1ccccc1	45
CCc1ccc(-c2cnc(NC(=O)c3sc4ccccc4c3Cl)s2)cc1	57
COc1cccc(C(=O)NCCc2csc(-c3ccc(C(F)(F)F)cc3)n2)c1OC	53

Reprinted from the part before: six entries; new compounds follow.
SMILES	RMI-FANCM inh
Cc1csc(C(=O)O/N=C\c2ccc(C#N)cc2)c1	56
O=C(NCCOc1ccc(F)cc1)c1ccc(Cl)c([N+](=O)[O-])c1	59
COC(=O)c1cc(S(=O)(=O)NCc2cc(F)cc3c2OCOC3)oc1C	59
O=C(NC(=O)C1CCN(c2ncccc2[N+](=O)[O-])CC1)Nc1ccccc1	45
CCc1ccc(-c2cnc(NC(=O)c3sc4ccccc4c3Cl)s2)cc1	57
COc1cccc(C(=O)NCCc2csc(-c3ccc(C(F)(F)F)cc3)n2)c1OC	53
O=C(c1ccccc1Cl)N(C(=O)N1CCCCC1)c1ccccc1	51
COc1nc(C)nc(C)c1Oc1ccc(Cl)cc1Cl	49
COC(=O)c1c(C)cc(C)c2c1CC(C)(C)C2=O	62
CCOC(=O)C1CCN(C(=O)c2ccc(COc3cccc4c3OC(C)(C)C4)cc2)CC1	57
CCOC(=O)c1ccc(OCC#Cc2ccc(C(F)(F)F)cn2)cc1	57
O=C1CC2(CCN(C(=O)c3cc4ccccc4oc3=O)CC2)Oc2ccccc21	54
CCCS(=O)(=O)N1CCCc2ccc(NS(=O)(=O)c3cccc(C)c3)cc21	70
CCCCCC(=O)c1cc(C)c(C)cc1NC(C)=O	60
O=C(NCCC12CC3CC(CC(C3)C1)C2)c1ccc(F)cc1	61
CCOC(=O)c1c(-c2ccc(F)cc2)csc1NC(=O)CSc1nc2sc3c(c2c(=O)n1-c1ccccc1)CCC3	72
O=C(Cn1nc(C2CC2)c2cnn(-c3ccc(F)cc3)c2c1=O)NCc1ccc(F)cc1	100
CSc1ccc(C2NC(=O)NC3=C2C(=O)N(CC2CCCO2)C3)cc1 (stereo not given)	55

SMILES	RMI-FANCM inh
CN(C)c1ccc(/C=N\Nc2nc(-c3cc4ccccc4oc3=O)cs2)cc1	60
O=c1[nH]c(=S)c2c(n1Cc1ccncc1)CCCC2	66
O=S(=O)(Cc1cccc(Cl)c1)NCc1ccsc1	65
Cc1cc(O)cc(=O)n1Cc1cccnc1	59
CC(C)(C)C(=O)CSc1nnc(-c2ccc(C(C)(C)C)cc2)n1-c1ccc2c(c1)OCO2	61
O=C(Nc1nc2ccc3ccccc3c2s1)c1ccc(S(=O)(=O)N2CCc3ccccc3C2)cc1	61
CO[C@H]1C=CO[C@@]2(C)Oc3c(C)c(O)c4c(O)c(c5c(c4c3C2=O)NC2(CCN(CC(C)C)CC2)N=5)=NC(=O)C(C)=CC=C[C@H](C)[C@H](O)[C@@H](C)[C@@H](O)[C@@H](C)[C@H](OC(C)=O)[C@@H]1C	55
Cc1cc(NC(=O)CSc2ncnc3c2oc2ccccc23)no1	62
C(=C1/CCCC2=C1OC1(N3CCCC3)CCCCC1C2c1ccccc1)/c1ccccc1 (stereo not given)	59
O=C(c1ccco1)N1CCc2ccc(NS(=O)(=O)Cc3ccccc3F)cc2C1	72
COc1ccc(CCC(=O)Nc2sc(SCC(N)=O)nc2-c2ccccc2)cc1	66
O=C(O)/C=C(/Sc1ccccc1)C(=O)O	52

SMILES	RMI-FANCM inh
Cc1ccc(NC(=O)CSc2ncc(S(=O)(=O)c3ccc(Br)s3)c(N)n2)cc1	124
Cc1cc(C)c(NC(=O)COc2ccc(-c3nnc(C)o3)cc2)c(C)c1	68
O=C(NCCc1c[nH]c2ccccc12)C(=O)Nc1ccncc1	67
O=C(Nc1cccc(-c2ccc3nncn3n2)c1)c1ccc2ccccc2n1	115
Cc1ccc(Nc2sc(C(=O)c3ccc(F)cc3)c(N)c2S(=O)(=O)c2ccccc2)c(C)c1	65
Cc1nc(C)c(C(=O)NCCNC(=O)c2ccc(NC(=O)C3CC3)cc2)s1	67
Cc1ccc(C)c2[nH]c(=O)c(CCNC(=O)c3ccc(C(F)(F)F)cc3)cc12	96
C/C(=N\NC(=O)CCn1nnc2ccccc21)c1cccc([N+](=O)[O-])c1	57
COC(=O)c1c(C(C)(C)C)oc2c1cc(NS(=O)(=O)c1cccs1)c1ccccc12	62
COc1ccc(NC(=O)Cn2nc3ccc(SC4CCCCC4)nn3c2=O)cc1OC	70
C#CCSc1nnc(SCC(=O)c2sc3ccc(Cl)cc3c2C)s1	73
CCn1nc(C(=O)Nc2nc3c(Cl)c(Cl)ccc3s2)cc1C	69

Looked up above.
O=C(Nc1cccc(-c2ccc3nncn3n2)c1)c1ccc2ccccc2n1 | RMI-FANCM inh = 115
Cc1ccc(C)c2[nH]c(=O)c(CCNC(=O)c3ccc(C(F)(F)F)cc3)cc12 | RMI-FANCM inh = 96

Next section:
SMILES	RMI-FANCM inh
CN=C1SC(CC(=O)Nc2ccc(C)cc2Br)C(=O)N1C (stereo not given)	62
Cc1ccc(-c2csc(N)n2)cc1	59
CN(C)C(CNC(=O)NCc1cccc2ccccc12)c1ccsc1 (stereo not given)	83
Nc1nc(-c2ccc3c(c2)Cc2ccccc2-3)cs1	61
O=C1NC(=S)S/C1=C\c1ccccc1F	60
Cc1cc(C)n(C(C)CNS(=O)(=O)c2ccc(Cl)cc2)n1 (stereo not given)	63
CCOC(=O)c1cc(C(C)=O)on1	66
Cc1onc(-c2ccccc2Cl)c1C(=O)NCc1ccsc1	69
CCOC(=O)c1oc2ccccc2c1NC(=O)c1ccc(C)c([N+](=O)[O-])c1	55
COc1ccc(C(=O)NCCN2CCOC(c3ccccc3)C2)cc1OC (stereo not given)	76
Cc1nc2sc(C)c(C)n2c(=O)c1NC(=O)c1ccccc1F	63
O=C(CCSc1ccc(Cl)cc1)Nc1nnc(-c2cccnc2)o1	55

A draw from above in order of length of the SMILES, ascending:
SMILES	RMI-FANCM inh
CCn1c(-c2ccccc2)c[nH]c1=S	62
CCn1nc(C(=O)Nc2nc3c(Cl)c(Cl)ccc3s2)cc1C	69
COc1cccc(C(=O)NCCc2csc(-c3ccc(C(F)(F)F)cc3)n2)c1OC	53

(more compounds)
SMILES	RMI-FANCM inh
CCCc1cc(=O)[nH]c2nnc(SCC(=O)Nc3nc4ccc(C)cc4s3)n12	47
COc1ccc(S(=O)(=O)N2CCC(c3nc(-c4cccc(Br)c4)no3)CC2)cc1	71
CN1C=CC=C/C1=C1\N=C(c2ccccc2)OC1=O	59
COc1cc2nc(N3CCN(C(=O)c4ccco4)CC3)nc(N)c2cc1OC	66&46&62
COc1ccc(Cl)cc1C(=O)Nc1nnc(-c2cccc([N+](=O)[O-])c2)s1	74
Cn1c(=NC(=O)c2cccc(C(=O)N=c3sc4cccc(F)c4n3C)n2)sc2cccc(F)c21	71
CCc1nnc(-c2ccc(NC(=O)c3cccc(OC)c3OC)cc2)o1	67
Cc1ccc(-n2ncc3c(C4CC4)nn(CC(=O)N4CCc5ccccc54)c(=O)c32)c(C)c1	69
CC1CCN(C(=O)c2csc(Nc3ccccc3)n2)CC1	63
Cn1c(=O)n(Cc2ccccc2F)c(=O)c2c(N3CCN(C(=O)c4ccco4)CC3)ccnc21	66
O=C(Nc1ccccc1)OC(Cc1ccccc1)C(F)(F)F (stereo not given)	65
O=S(=O)(c1ccccc1Cl)N1CCN(c2ccc(-c3ccco3)nn2)CC1	70

SMILES	RMI-FANCM inh
O=C(O)/C=C\C(=O)Nc1ccccc1Sc1nccc(C(F)(F)F)n1	63
O=C(NCCN1CCOCC1)C(=O)NCC1CCN(Cc2ccco2)CC1	69
O=C(CC1CSc2nc3c(c(=O)n21)CCCC3)Nc1cccc(Cl)c1 (stereo not given)	63
O=c1cc(-c2ccccc2)sc2ccc(Cl)cc12	57
O=C(/C=C/C(=O)NCc1cccs1)NCc1cccs1	62
O=C(Nc1nc2c(s1)CCCC2)c1cc(Cl)sc1Cl	71
C[C@H]1[C@H](C)CC[C@]2(C(=O)O)CC[C@]3(C)C(=CC[C@@H]4[C@@]5(C)CC[C@H](O)C(C)(C)[C@@H]5CC[C@]43C)[C@H]12	65
Cc1nnc(NC(=O)CSc2nc3c(cnn3-c3ccc(F)cc3)c(=O)[nH]2)s1	59
CCOc1ccc2ccccc2c1C(=O)NCCOc1ccccc1	63

These rows are one share of the data. The share of hits here may be higher or lower than overall.
